# Screening results as filed in PubChem BioAssay.
# Glyco luc inh: N-linked glycosylation inhibition | D54 ERlucT glycosylation luciferase reporter, 24 h; percent of 100 nM tunicamycin response | reporter increase, % at 12.5 µM | 360,000 tested, 0.23% active;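 active means mean luciferase reporter signal, scaled so untreated is 0 and the glycosylation-blocking control 100, at or above a set limit in every replicate; inconclusive means mean reaches the limit but not every replicate does; inactive means mean below the limit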;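 further: luciferase carries N-glycosylation sites so blocking glycosylation raises the light; 0% = median of neutral control wells and 100% = median of 100 nM tunicamycin wells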
# H9c2 protect: modulators protecting cardiomyocytes from myocardial damage. 360,000 tested, 0.63% active. AID 588492. protection from H2O2 cell death, % at 20 µM. H9c2 cardiomyocytes, H2O2 injury protection, ATPLite, 2 h;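 active means compounds giving at least 50% protection of heart cells from peroxide-induced death in the single-dose screen, raw or plate-pattern-corrected value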;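 further: 0% = DMSO wells with peroxide and 100% = DMSO wells without peroxide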
# aDG glyco up: increases alpha dystroglycan glycosylation | Pro5-aDG cells, alpha-DG glycosylation AlphaScreen (IIH6); 0% Pro5, 100% B10-LARGE cell signal | activation, % at 10 µM | 360,000 tested, 0.22% active;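 active means activation of at least 8% versus controls, or a plate z-score of at least 8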;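 further: Pro5 are CHO cells carrying HIG-tagged alpha-DG that lacks glycosylation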
# Vif imaging: blocks HIV Vif function | HEK293T cells, Vif self-association by quenched fluorescence, imaging, 24 h | inhibition, % at 7.49 µM | 340,000 tested, 0.35% active | AID 602346; in the data active means inhibition above about 50%, passing the limit was not always enough; inconclusive means no clear call, values can overlap the other calls; inactive means below about 31%; further: some results filed as inactive read as strong as hits
# m5-HT2A agonist: activates the mouse 5-HT2A serotonin receptor. P35363. CHO-K1 mHTR2A beta-arrestin complementation, luminescence; percent of 30 µM serotonin response. activation, % at 7.6 µM. AID 624169. 360,000 tested, 0.66% active;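 active means activation above a run cutoff, the mean activation of all tested compounds plus 3 SD, cut at about 14% in these data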;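 further: 0% = plate median of compound wells and 100% = 30 µM serotonin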
# Target sequence (P35363 whole entry, looked up): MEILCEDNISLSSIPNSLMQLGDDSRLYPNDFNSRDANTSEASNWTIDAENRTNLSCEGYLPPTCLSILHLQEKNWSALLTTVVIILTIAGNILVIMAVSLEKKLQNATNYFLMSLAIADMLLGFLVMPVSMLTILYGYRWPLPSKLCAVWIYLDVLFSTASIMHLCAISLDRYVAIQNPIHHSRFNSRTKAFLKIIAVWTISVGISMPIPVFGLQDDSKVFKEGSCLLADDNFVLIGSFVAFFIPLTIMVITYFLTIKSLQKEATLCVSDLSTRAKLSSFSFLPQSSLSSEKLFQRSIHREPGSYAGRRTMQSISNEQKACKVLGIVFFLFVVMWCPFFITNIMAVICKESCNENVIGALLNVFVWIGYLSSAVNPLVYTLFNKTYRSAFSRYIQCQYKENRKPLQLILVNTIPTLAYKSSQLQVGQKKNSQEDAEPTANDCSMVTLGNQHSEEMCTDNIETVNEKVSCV
# iPSC survival up: enhancers of human iPSC single-cell survival; hiPSC single-cell survival, ATPlite luminescence; 100% = ROCK inhibitor wells, 0% = DMSO; survival enhancement, % at 20 µM; 360,000 tested, 0.044% active; AID 602274; in the data active means survival enhancement above about 18%;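 further: cells exposed to compounds for 16 hours before the ATP read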
# CaV13 ICDI inh: Disruptors of the CACNA1D IQ motif to Ca2+-dependent inactivation inhibitor domain association, primary screening, Förster resonance energy transfer in intact living …; 340,000 tested, 0.098% active; HEK cells, CFP/YFP FRET ICDI-IQ, plate reader, 10 min; percent FRET-ratio fall versus neutral wells; inhibition, % at 12.3 µM; AID 743397;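 active means mean replicate inhibition of at least 30% and at least 1% of replicates passing that level; inconclusive means only one of the two criteria is met; inactive means neither criterion is met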;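 further: 0% = median of the neutral control wells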
# ABCB6 inh MLPCN: human ABCB6 transporter inhibition | fluorescence ratio to DMSO, % at 10 µM | K562-ABCB6 porphyrin accumulation, flow cytometry, 1 h; stronger effect = lower value | 360,000 tested, 0.19% active | AID 602162 | Q9NP58;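 active means fluorescence ratio to DMSO below 75%, the collection mean minus 3 SD; inconclusive means too few cells collected in the well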;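 further: signal is porphyrin accumulated inside mitochondria; 100% equals median channel fluorescence of DMSO control wells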
# PDI turbidity: blocks human protein disulfide isomerase activity. PDI insulin aggregation turbidity, A650, 90 min. P07237. AID 588391. 350,000 tested, 0.052% active. inhibition, % at 10 µM;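 active means mean inhibition across replicates of 30% or more, whatever share of single replicates reach that level; inconclusive means mean inhibition below 30% while every single replicate reaches 30%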;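 further: absorbance from insulin aggregation driven by PDI reduction with DTT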
# Target sequence (P07237 whole entry, looked up): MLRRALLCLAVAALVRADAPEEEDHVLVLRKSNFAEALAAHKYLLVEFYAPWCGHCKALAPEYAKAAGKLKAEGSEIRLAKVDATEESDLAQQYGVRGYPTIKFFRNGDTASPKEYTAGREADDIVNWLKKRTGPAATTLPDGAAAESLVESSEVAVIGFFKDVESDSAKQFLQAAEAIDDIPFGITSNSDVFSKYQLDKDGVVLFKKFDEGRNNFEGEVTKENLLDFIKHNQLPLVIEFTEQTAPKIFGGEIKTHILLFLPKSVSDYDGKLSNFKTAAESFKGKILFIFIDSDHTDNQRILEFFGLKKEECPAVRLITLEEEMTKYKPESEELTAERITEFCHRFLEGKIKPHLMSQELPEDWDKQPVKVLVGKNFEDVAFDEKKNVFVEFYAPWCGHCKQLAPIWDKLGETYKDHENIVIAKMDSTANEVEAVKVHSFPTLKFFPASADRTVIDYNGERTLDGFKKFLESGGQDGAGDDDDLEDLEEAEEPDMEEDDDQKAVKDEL
# Exocytosis inh: lytic granule exocytosis inhibition. TALL-104 LAMP-1 surface exposure, flow cytometry; cells stimulated with thapsigargin and PMA. inhibition, % at 10 µM. 360,000 tested, 0.66% active. AID 651702;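 active means inhibition above about 55%, limit read from the data; inconclusive means no clear call, values can overlap the other calls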
# Starred values were filed as active, the others as inactive; ? = inconclusive; / = not tested or not shown.
SMILES,Glyco luc inh,H9c2 protect,aDG glyco up,Vif imaging,m5-HT2A agonist,iPSC survival up,CaV13 ICDI inh,ABCB6 inh MLPCN,PDI turbidity,Exocytosis inh
CCC1Sc2ccccc2N(CC(=O)NCc2ccc3c(c2)OCO3)C1=O (stereo unspecified),-1,36,0.1,5,-3,0.0,-8,98,4,1
CN(c1ccccn1)c1ncnc2[nH]ncc12,-1,-5,-0.1,-2,-4,-0.2,-5,102,3,2
O=C(CCS(=O)(=O)c1ccc(Br)cc1)NC1CCCC1,1,9,0.1,3,6,-3.3,-8,98,4,-2
CCOC(=O)c1c(CN2CCN(CCO)CC2)n(-c2ccccc2)c2cc(Br)c(O)cc12,4,-3,1.4,3,-6,-0.9,-2,95,58*,79*
CC(C)(C)c1cc(C(=O)NNC(=O)c2ccc(Cl)cc2)no1,3,3,-0.1,2,0,-0.5,-4,102,-1,2
CCCCCCOc1ccc(/C=c2\s/c(=C(/C#N)C(=O)NCc3ccco3)n(-c3ccccc3)c2=O)cc1,?,0,-0.8,-5,3,-2.1,-4,104,-1,-1
O=C(NCc1ccco1)c1ccc2snnc2c1,1,-8,0.8,0,2,-1.4,-5,102,-8,-8
Cc1cc2nc(C)c(Cl)c(=O)n2[nH]1,3,-6,-0.1,3,0,0.6,-7,98,0,-2
CC(=O)Nc1cccc(Oc2ccc3c(c2)C(=O)NC3=O)c1,0,-16,-0.1,1,5,-0.4,-1,103,-4,12
Cc1c([N+](=O)[O-])cc(S(=O)(=O)Nc2ccc(-c3ccc(N4CCCC4)nn3)cc2)cc1[N+](=O)[O-],-2,-5,-0.1,-1,6,-0.5,-4,104,0,0
COCCCNC(=O)CN(c1cccc(Cl)c1)S(C)(=O)=O,1,5,0.0,-2,2,9.2,-4,98,4,1
O=C1NC(c2ccccc2)CCC1(Cl)Cl (stereo unspecified),-1,-4,0.1,3,-1,1.3,-1,103,-4,2
O=C(CN1CCN(C(=O)c2cccs2)CC1)Nc1ccc(Br)cc1,1,-11,1.2,1,-9,-2.9,0,96,-5,1
CCCCCC(=O)N/N=C(\C)c1ccc(N2CCCCC2)cc1,2,-1,0.0,/,0,3.6,-5,96,3,2
O=C(NC12CC3CC(CC(C3)C1)C2)c1ccc(-c2ccc(Cl)cc2)o1,-4,-6,0.6,-1,-1,-0.3,-5,84,7,1
COc1ccc([C@H]2CC(=O)C=C(c3ccc(Oc4ccccc4)cc3)C2)cc1OC,-1,-9,0.4,-2,-3,1.1,-11,89,-3,-5
C=Cc1ccc(CC2(C)C(=O)Nc3c(Cl)cccc32)cc1 (stereo unspecified),-2,-14,-0.1,/,1,-3.4,/,99,-1,-2
Cc1ccc(C(O)c2nc3ccccc3n2C(C)C)cc1 (stereo unspecified),1,-16,-0.4,-5,-5,0.5,/,95,2,-5
CCOc1ccc(NC(=O)COC(=O)c2cccnc2)cc1,0,-2,0.0,4,4,-2.2,-5,99,4,1
COc1ccc(CCC(=O)NCCc2ccc(Cl)cc2)cc1,1,0,0.0,12,5,-0.4,-3,98,-1,12
COc1cc2[nH]c(=S)n(NC(=O)c3ccccc3)c(=O)c2cc1OC,2,5,0.0,1,-3,1.3,-3,99,3,4
CC1(Cc2cn(CCC#N)c3ccccc23)OCCO1,0,5,0.1,-3,-5,0.6,-1,95,-8,1
CCOC(=O)N1CCN(C(=S)Nc2cccc(C)c2C)CC1,3,0,0.1,-2,2,-1.1,-5,103,-7,1
CC(=O)Nc1cc2c(=O)n(Cc3ccccc3)c(C)nc2cc1N1CCOCC1,-1,6,-0.2,7,3,-3.0,-4,91,0,-2
O=C(CN1C(=O)NC(Cc2ccccc2)C1=O)Nc1ccc(F)cc1 (stereo unspecified),3,0,-0.1,-3,1,-0.5,-6,95,5,-8
C=Cn1cc[n+](CC(=O)c2ccc(Br)s2)c1,0,0,-0.1,-1,-2,-0.4,-2,109,0,5
CCn1c(SCc2ccccc2)nnc1-c1ccc(S(=O)(=O)N2CCCCC2)cc1,2,-20,0.4,-3,0,-3.4,-4,95,4,3
CCOc1ccccc1NS(=O)(=O)c1ccc2[nH]c(=O)[nH]c2c1,2,0,0.0,-4,-4,0.0,-4,97,1,-5
CN(C)c1ccc(C(CNC(=O)c2ccc(C#N)cc2)c2c[nH]c3ccccc23)cc1 (stereo unspecified),-6,2,-0.5,-6,-4,-3.3,-5,97,10,-1
CN(C(=O)c1ccccc1C(=O)OCC(=O)Nc1ccc(OC(F)F)cc1)c1ccccc1,4,-3,0.1,-2,1,-0.2,-5,102,2,-2
CCOC(=O)N1CCC(NC(=O)C(C)n2c3ccccc3c3cnn(C)c(=O)c32)CC1 (stereo unspecified),2,-4,-0.2,-3,-4,0.5,-6,104,10,1
COc1cc(Nc2ccn3nccc3n2)cc(OC)c1OC,1,5,-0.2,-10,4,0.3,-5,96,3,-23
CCN1CCN(Cc2ccc(NC(=O)Nc3ccccc3OC)cc2)CC1,-6,-3,0.1,4,4,-3.0,6,98,-7,-1
CC(=O)Nc1ccc(OCCCN2CCC(C(O)(c3ccccc3)c3ccccc3)CC2)cc1,/,/,0.2,/,0,-0.7,-5,100,/,2
COc1ccc(N(C(=O)c2cnccn2)C(C(=O)NCc2ccccc2)c2ccc(O)cc2)cc1 (stereo unspecified),-1,0,-0.1,2,3,-0.4,-5,120,-4,-10
C/C(=N\N=C(c1ccccc1)c1ccccc1)c1ccco1,-2,2,-0.1,-4,-2,0.4,/,96,3,-2
Cn1cnc(S(=O)(=O)Nc2ccc(C(F)(F)F)cc2)c1,0,-2,-0.1,16,-5,0.4,/,93,12,1
Cc1ccc(CN(C(=O)c2cccs2)C2CCS(=O)(=O)C2)cc1 (stereo unspecified),1,-4,0.5,4,7,-0.3,-5,100,-1,0
Cc1cccc(-n2ncc3c(=O)[nH]c(SCC(=O)NCCC4=CCCCC4)nc32)c1,2,7,-0.3,8,5,1.0,-1,102,-10,-11
COc1cc(CN2CCCC(C)C2)cc([N+](=O)[O-])c1O (stereo unspecified),1,1,-0.1,-5,2,1.9,-4,98,-1,-5

# Looked up one by one from the list above (two):
SMILES,Glyco luc inh,H9c2 protect,aDG glyco up,Vif imaging,m5-HT2A agonist,iPSC survival up,CaV13 ICDI inh,ABCB6 inh MLPCN,PDI turbidity,Exocytosis inh
CCOC(=O)N1CCC(NC(=O)C(C)n2c3ccccc3c3cnn(C)c(=O)c32)CC1 (stereo unspecified),2,-4,-0.2,-3,-4,0.5,-6,104,10,1
COc1ccc(N(C(=O)c2cnccn2)C(C(=O)NCc2ccccc2)c2ccc(O)cc2)cc1 (stereo unspecified),-1,0,-0.1,2,3,-0.4,-5,120,-4,-10

# Remaining list, next part:
SMILES,Glyco luc inh,H9c2 protect,aDG glyco up,Vif imaging,m5-HT2A agonist,iPSC survival up,CaV13 ICDI inh,ABCB6 inh MLPCN,PDI turbidity,Exocytosis inh
Cc1nc(C(C)NC(=O)c2ccc(OC3CCN(Cc4ccccn4)CC3)cc2)c(C)s1 (stereo unspecified),0,9,0.1,-1,3,-0.6,-5,106,-9,0
COc1ccc(/C(C)=N\NS(C)(=O)=O)c(OC)c1,-2,15,-0.1,-3,4,6.8,-5,106,-5,-3
C/C(=N/NC(=O)c1cc(-c2cccc([N+](=O)[O-])c2)n[nH]1)c1cccc(O)c1,1,14,0.1,5,0,-0.2,-2,96,1,2
COc1ccc(C2NC3=C(CCC3)C3(C#N)C(OC)(OC)N=C(N)C23C#N)cc1 (stereo unspecified),-3,9,-0.1,7,3,-2.3,/,120,5,2
O=S1(=O)C[C@H](N2CC[C@@H](O)C2)[C@@H](COCc2ccccc2)N1,1,2,0.2,/,4,1.1,-6,101,/,1
COc1ccc(CN([C@H](CO)CC(C)C)S(=O)(=O)N(Cc2ccccc2)[C@H](CO)CC(C)C)cc1,-7,-26,1.0,1,14,-1.5,-12,93,-1,-18
c1ccc2c(c1)ccc1nnnn12,2,4,0.3,-3,5,-0.2,-2,96,-3,1
CC(C)CNC(=O)COc1ccccc1[N+](=O)[O-],1,2,-0.2,3,1,2.8,-5,99,-6,-5
CCOC(=O)N1CCN(C(=O)c2ccc(OCC)cc2)CC1,1,3,0.2,-3,-2,-0.2,-5,94,2,0
COC(=O)c1cc(Br)c(=O)n(CCC2=CCCCC2)c1,-1,-3,-0.2,-2,4,-3.1,/,100,3,-4

# Single values from the list.
# Entry of Cc1nc(C(C)NC(=O)c2ccc(OC3CCN(Cc4ccccn4)CC3)cc2)c(C)s1 (stereo unspecified) in m5-HT2A agonist: 3
# Entry of COc1ccc(C2NC3=C(CCC3)C3(C#N)C(OC)(OC)N=C(N)C23C#N)cc1 (stereo unspecified) in Vif imaging: 7

# (further entries)
SMILES,Glyco luc inh,H9c2 protect,aDG glyco up,Vif imaging,m5-HT2A agonist,iPSC survival up,CaV13 ICDI inh,ABCB6 inh MLPCN,PDI turbidity,Exocytosis inh
Nc1cccnc1Oc1ccc(F)cc1F,1,1,-0.1,-4,2,-0.5,-1,97,0,-5
Cc1cc(NC(=O)CSc2nc3ccccc3c(=O)n2Cc2ccc(F)cc2)no1,1,-5,0.1,1,1,-3.9,-4,95,-1,0
COc1ccc(C2C3=C(CCCC3=O)Nc3nc(-c4cc(OC)c(OC)c(OC)c4)nn32)cc1OC (stereo unspecified),6,8,-0.1,8,0,-0.2,/,99,-5,-4
O=C(CSc1nc(-c2ccccc2)c(-c2ccccc2)o1)NC1CCS(=O)(=O)C1 (stereo unspecified),0,-1,0.1,-5,-1,0.7,-19,98,-1,4
O=C(CSc1nc2ccccc2c(=O)n1-c1ccc(F)c(Cl)c1)Nc1ccc2c(c1)CCC2,-8,-4,-0.3,/,2,-2.0,-7,101,-10,-3

# Record cards, from the list above. Screens in order: Glyco luc inh | H9c2 protect | aDG glyco up | Vif imaging | m5-HT2A agonist | iPSC survival up | CaV13 ICDI inh | ABCB6 inh MLPCN | PDI turbidity | Exocytosis inh
# Listed for O=C(CN1C(=O)NC(Cc2ccccc2)C1=O)Nc1ccc(F)cc1 (stereo unspecified) → 3 | 0 | -0.1 | -3 | 1 | -0.5 | -6 | 95 | 5 | -8
# Listed for COc1ccc(/C(C)=N\NS(C)(=O)=O)c(OC)c1 → -2 | 15 | -0.1 | -3 | 4 | 6.8 | -5 | 106 | -5 | -3
# Listed for CC1(Cc2cn(CCC#N)c3ccccc23)OCCO1 → 0 | 5 | 0.1 | -3 | -5 | 0.6 | -1 | 95 | -8 | 1

# Structures listed above marked active in PDI turbidity:
smiles	Glyco luc inh	aDG glyco up	Vif imaging	m5-HT2A agonist	CaV13 ICDI inh	ABCB6 inh MLPCN	PDI turbidity	Exocytosis inh
CCOC(=O)c1c(CN2CCN(CCO)CC2)n(-c2ccccc2)c2cc(Br)c(O)cc12	4	1.4	3	-6	-2	95	58*	79*

# An unsorted share of the library. About 3.1% of those tested had a hit in this group.
